Bioassay records (PubChem)
Avidin bead fluor: avidin bead compound fluorescence profile; fluorescence (KMESF) at 10 µM; Avidin beads, compound fluorescence 488/530 nm, flow cytometry; active compounds read high; hit rate 0.38% among 220,000; in the data active = fluorescence above about 47; note: inactives centre near 10
ABCG2 block: inhibitors of human ABCG2 transporter, ABCB1 counter-screen | Q9UNQ0 | IgMXP3 cells, JC-1 efflux, flow cytometry | inhibition, % at 6.6 µM | hit rate 0.1% among 190,000 | AID 1325;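 active = inhibition above 80%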;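 note: 0% = DMSO and 100% = nicardipine control wells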
Target sequence (Q9UNQ0 whole entry, looked up): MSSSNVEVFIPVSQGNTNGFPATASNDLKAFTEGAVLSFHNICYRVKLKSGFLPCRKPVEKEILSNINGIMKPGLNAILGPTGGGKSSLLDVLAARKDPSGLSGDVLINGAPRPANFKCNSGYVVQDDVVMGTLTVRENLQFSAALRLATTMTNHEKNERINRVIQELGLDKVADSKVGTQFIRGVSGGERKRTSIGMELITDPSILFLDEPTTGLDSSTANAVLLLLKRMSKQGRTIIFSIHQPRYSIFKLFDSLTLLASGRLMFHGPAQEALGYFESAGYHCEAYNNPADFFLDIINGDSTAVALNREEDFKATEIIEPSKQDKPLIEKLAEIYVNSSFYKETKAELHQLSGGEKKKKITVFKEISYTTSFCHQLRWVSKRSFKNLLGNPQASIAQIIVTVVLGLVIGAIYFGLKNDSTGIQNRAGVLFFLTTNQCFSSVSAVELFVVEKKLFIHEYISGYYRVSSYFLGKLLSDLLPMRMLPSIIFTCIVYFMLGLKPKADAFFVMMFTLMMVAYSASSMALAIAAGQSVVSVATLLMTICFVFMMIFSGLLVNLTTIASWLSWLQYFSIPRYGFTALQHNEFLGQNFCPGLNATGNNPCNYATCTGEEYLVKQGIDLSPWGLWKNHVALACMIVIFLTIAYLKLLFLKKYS
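Test system: IgMXP3 (ABCG2) plus far-red-tagged CCRF-Adr (ABCB1) cells. Reagent: JC-1 dye as substrate. Timing: 10 min exposure at 25 °C with rotation, no wash. Measured by: flow cytometric JC-1 green MFI at 530 nm. Read-out: percent efflux inhibition, scaled nicardipine 100% to DMSO 0%. Control set: nicardipine and DMSO wells.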
Rac1 wt modul: alters GTP binding to wildtype human Rac1 | P63000 | GTP binding activity (% of control), % at 10 µM | hit rate 0.27% among 190,000 | GST-Rac1 beads, fluorescent GTP binding, flow cytometry; actives lie on both sides; 0 = cold GTP competed, 100 = untreated;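 active = GTP binding activity at least 20 points away from the 100% control level, either lower or higher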
GSH bead fluor: GSH bead compound fluorescence profile | GSH beads flow cytometry, compound fluorescence 488/530 nm; active compounds read high | fluorescence (KMESF) at 10 µM | hit rate 0.25% among 190,000; in the data active = fluorescence above about 89;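 note: glutathione beads carrying GST-tagged Bcl family fusion proteins plus one bare bead set; values are compound well signal with DMSO vehicle wells as background; inactives centre near 16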
Rab7 wt GTP bind: dog Rab7 wildtype GTP binding, inhibitors and activators; GTP binding activity (percent of control), % at 10 µM; hit rate 0.055% among 190,000; AID 758; GST-Rab7 beads, fluorescent GTP binding, flow cytometry; actives lie on both sides; untreated = 100%, excess cold GTP = 0%;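 active = fluorescent GTP binding to Rab7 beads changed by at least 20 points from the 100% baseline, either direction, mostly lower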;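 note: median green fluorescence of bound Bodipy-FL-GTP per Rab7 bead population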
ABCB1 inh: blocks JC-1 efflux by human ABCB1 transporter | inhibition, % at 6.6 µM | hit rate 0.067% among 190,000 | P08183 | CCRF-Adr cells, flow cytometry; in the data active = inhibition above about 40%;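 note: 0% = vehicle and 100% = reference inhibitor; higher value means more JC-1 retained so stronger ABCB1 efflux block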
Rac1 act GTP bind: human Rac1 activated mutant GTP binding change. P63000. GST-Rac1 activated beads, fluorescent GTP binding, flow cytometry; actives lie on both sides; 100% means binding = to untreated wells. percent activity (GTP binding), % at 10 µM. hit rate 0.11% among 190,000. AID 764;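 active = GTP binding at least 20 percentage points away from the 100% baseline, in either direction, so actives lie on both sides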
Pf gamet viab: kills late stage P. falciparum gametocytes; inhibition, % at 10.9 µM; hit rate 0.065% among 150,000; P. falciparum stage V gametocytes, ATP luminescence, 24 h;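 active = inhibition above the mean plus 3 SD of compounds within the control limits, set per campaign, cut at about 38% in these data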;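 note: 0% = DMSO wells and 100% = medium only without gametocytes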
Rab2 wt GTP: changes GTP binding to wildtype dog Rab2A, up or down; GST-Rab2 wt beads, Bodipy-GTP binding, flow cytometry; GTP binding activity, % at 10 µM; AID 760; hit rate 0.19% among 190,000;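 active = GTP binding activity at least 20 points away from 100%, either lowered or raised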;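 note: 0% = beads with excess unlabeled GTP and 100% = no-compound control corrected for plate trend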
HRas wt GTP: modulators of GTP binding to human HRas wildtype; hit rate 0.14% among 190,000; GTP binding activity, % at 10 µM; GST-Ras wt beads, Bodipy-FL-GTP binding, flow cytometry; actives lie on both sides;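 active = GTP binding activity at least 20% away from the 100% baseline, either lowered as inhibitor or raised as activator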;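 note: 0% = unlabeled GTP competition control and 100% = no-compound control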
Target sequence (P01112 whole entry, looked up): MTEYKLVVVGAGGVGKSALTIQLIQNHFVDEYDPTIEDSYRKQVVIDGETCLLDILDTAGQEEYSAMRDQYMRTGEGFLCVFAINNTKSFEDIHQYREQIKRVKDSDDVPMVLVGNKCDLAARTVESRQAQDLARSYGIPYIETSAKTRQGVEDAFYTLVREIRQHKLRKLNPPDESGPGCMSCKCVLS
Cdc42 wt: human Cdc42 wildtype GTP binding change, either direction | P60953 | GST-Cdc42 beads, Bodipy-GTP binding, flow cytometry; actives lie on both sides | percent activity (GTP binding), % at 10 µM | hit rate 0.2% among 190,000 | AID 761;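 active = percent activity GTP binding at least 20 points away from the 100% baseline, either down as inhibitor or up as activator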;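 note: median bead fluorescence of bound Bodipy-FL-GTP at 100 nM; 0% = excess unlabeled GTP control and 100% = no compound control; below 100% means less GTP binding so inhibitor and above means activator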
Target sequence (P60953 whole entry, looked up): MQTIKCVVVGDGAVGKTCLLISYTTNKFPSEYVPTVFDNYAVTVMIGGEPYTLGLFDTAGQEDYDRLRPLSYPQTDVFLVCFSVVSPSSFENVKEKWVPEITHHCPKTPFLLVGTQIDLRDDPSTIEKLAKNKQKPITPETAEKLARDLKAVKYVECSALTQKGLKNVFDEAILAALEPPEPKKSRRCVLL
An asterisk follows results filed as active; · = no result given.

SMILES	Avidin bead fluor	ABCG2 block	Rac1 wt modul	GSH bead fluor	Rab7 wt GTP bind	ABCB1 inh	Rac1 act GTP bind	Pf gamet viab	Rab2 wt GTP	HRas wt GTP	Cdc42 wt
CCN(CC)S(=O)(=O)c1ccc(N/N=C/c2ccc(O)cc2O)nc1	11	-1	92	7	95	-3.5	95	-6	89	90	93
Cn1c(Cn2c(=O)sc3ccccc32)nnc1SCC(=O)N1CCc2ccccc21	20	1	102	14	100	0.3	96	·	97	99	97
CC(=O)c1ccc(N2CCN(C(=O)c3cc(-c4cccnc4)nc4ccc(Br)cc34)CC2)cc1	18	1	100	22	104	1.2	96	-14	99	99	99
COCCN(Cc1cc2cc(C)c(C)cc2nc1Cl)C(=O)Nc1ccccc1	9	0	96	53	94	0.0	95	·	94	97	95
O=C(O)CCC1(C(=O)O)OCCc2ccccc21 (stereo not given)	13	3	105	27	104	-0.1	101	-23	99	102	100
CC1CCCN(C(=S)Nc2ccc3nc4n(c(=O)c3c2)CCCCC4)C1 (stereo not given)	12	8	102	21	99	3.1	97	0	99	99	101
CCOC(=O)C1=C(CN2CCCCCC2)NC(=O)NC1c1cccc([N+](=O)[O-])c1 (stereo not given)	6	5	99	14	97	4.6	96	0	97	95	96
COc1ccc(-c2oc3ccccc3c(=O)c2OCC(=O)O)cc1	7	3	96	13	104	0.2	93	·	96	97	94
Cc1ccc(-n2c(C)c([N+](=O)[O-])c3ccc(O)c(CN(C)C)c32)cc1	8	10	100	12	95	1.4	97	8	98	96	99
CCC(C)[C@H](NC(=O)Nc1ccc(C(C)=O)cc1)C(=O)OC (stereo not given in full)	7	3	100	5	94	0.8	99	·	97	98	102
O=C(CCCCCn1c(=S)[nH]c2cc3c(cc2c1=O)OCO3)N1CCN(Cc2ccccc2)CC1	5	1	105	9	101	0.3	98	17	100	99	100
O=C(Nc1cccc([N+](=O)[O-])c1)Nc1cccc([N+](=O)[O-])c1	25	9	100	12	105	0.4	99	7	101	102	103
Cc1ccc(NC(=O)Cn2cccc2C2=NC(c3ccccc3)CO2)c(C)c1 (stereo not given)	15	11	107	4	100	0.5	99	-5	99	99	105
Cc1cc(C)c[n+](-c2[nH]c(=O)sc2/C=N/NC([S-])=Nc2ccccc2)c1	13	0	104	17	99	0.1	101	4	99	100	102
Fc1cccc(Cl)c1Cn1nnc2c(N3CCC4(CC3)OCCO4)ncnc21	4	3	96	46	97	0.8	97	·	98	97	97
Cc1cccc(N(CC(=O)NCCC2=CCCCC2)S(C)(=O)=O)c1C	8	1	105	4	98	0.3	101	11	99	99	100
O=C(COC(=O)c1ccccc1OCc1ccc(Cl)cc1)NC1CC1	32	4	104	13	98	0.5	98	·	98	100	103
[O-][n+]1c2c(c3c4non(O)c4ccc31)CCCC2	6	1	97	5	93	0.1	95	4	94	97	98
CCCCCc1ccc(-c2ccc(=O)[nH]n2)cc1	7	1	105	40	103	0.5	103	·	102	104	104
O=C(CNC1CCCCCC1)Nc1ccc(S(=O)(=O)NC2CC2)cc1	37	2	96	14	98	0.3	96	·	97	99	101

Ordered by molecular weight (high to low): 11 of the compounds above
SMILES	Avidin bead fluor	ABCG2 block	Rac1 wt modul	GSH bead fluor	Rab7 wt GTP bind	ABCB1 inh	Rac1 act GTP bind	Pf gamet viab	Rab2 wt GTP	HRas wt GTP	Cdc42 wt
O=C(CCCCCn1c(=S)[nH]c2cc3c(cc2c1=O)OCO3)N1CCN(Cc2ccccc2)CC1	5	1	105	9	101	0.3	98	17	100	99	100
Cn1c(Cn2c(=O)sc3ccccc32)nnc1SCC(=O)N1CCc2ccccc21	20	1	102	14	100	0.3	96	·	97	99	97
CCOC(=O)C1=C(CN2CCCCCC2)NC(=O)NC1c1cccc([N+](=O)[O-])c1 (stereo not given)	6	5	99	14	97	4.6	96	0	97	95	96
COCCN(Cc1cc2cc(C)c(C)cc2nc1Cl)C(=O)Nc1ccccc1	9	0	96	53	94	0.0	95	·	94	97	95
Cc1cc(C)c[n+](-c2[nH]c(=O)sc2/C=N/NC([S-])=Nc2ccccc2)c1	13	0	104	17	99	0.1	101	4	99	100	102
Cc1ccc(NC(=O)Cn2cccc2C2=NC(c3ccccc3)CO2)c(C)c1 (stereo not given)	15	11	107	4	100	0.5	99	-5	99	99	105
O=C(CNC1CCCCCC1)Nc1ccc(S(=O)(=O)NC2CC2)cc1	37	2	96	14	98	0.3	96	·	97	99	101
CCN(CC)S(=O)(=O)c1ccc(N/N=C/c2ccc(O)cc2O)nc1	11	-1	92	7	95	-3.5	95	-6	89	90	93
COc1ccc(-c2oc3ccccc3c(=O)c2OCC(=O)O)cc1	7	3	96	13	104	0.2	93	·	96	97	94
O=C(Nc1cccc([N+](=O)[O-])c1)Nc1cccc([N+](=O)[O-])c1	25	9	100	12	105	0.4	99	7	101	102	103
O=C(O)CCC1(C(=O)O)OCCc2ccccc21 (stereo not given)	13	3	105	27	104	-0.1	101	-23	99	102	100

Remaining list, next part.
SMILES	Avidin bead fluor	ABCG2 block	Rac1 wt modul	GSH bead fluor	Rab7 wt GTP bind	ABCB1 inh	Rac1 act GTP bind	Pf gamet viab	Rab2 wt GTP	HRas wt GTP	Cdc42 wt
Cc1ccccc1OCc1nc(-c2ccc(NC(=O)c3ccco3)cc2)no1	32	-4	105	20	101	-0.2	101	5	102	101	101
Nc1ccc(C(=O)Nc2nc3ccccc3s2)cc1	5	-1	102	15	98	-0.3	98	·	100	101	104
CC(C)c1ccc(CNc2ccc([N+](=O)[O-])cn2)cc1	9	0	98	13	102	-0.2	96	9	97	96	95
CC1CN(C(=O)c2nn(C)cc2[N+](=O)[O-])CC(C)O1 (stereo not given)	30	9	103	23	102	2.0	97	-24	101	99	99
Cc1cc(C)c(C)c(OCC(=O)NCCN(C)C)c1	9	-1	104	26	102	-0.5	99	·	101	99	104
Cc1cccc(-c2noc(CCC(=O)NCc3ccccc3)n2)c1	5	2	96	4	96	0.1	94	-16	95	97	96
CCn1cc(C(=O)OCC(=O)c2cc(C)n(-c3ccccc3)c2C)c(=O)c2ccc(C)nc21	3	-3	90	8	100	-1.5	87	8	90	93	87
COc1ccc(C(=O)/C=C/C(=O)N(CC(=O)NC2CCCCC2)Cc2ccccc2OC)c(O)c1	7	1	95	17	102	1.0	93	12	95	95	91
Cc1occc1-c1nc(-c2ccncc2)no1	14	3	107	30	103	0.2	98	-1	100	102	101
Cc1ccc(CN2CCN(Cc3cnc(C)s3)CC2CCO)cc1 (stereo not given)	3	1	104	12	107	1.1	96	-19	102	102	101
Nc1nc2c3ccccc3nc(Cc3ccccc3)n2n1	5	-3	105	33	102	-2.9	100	·	102	102	103
CCN=C(Nc1ccc2c(c1)OCO2)SC1CC(=O)N(c2ccc(OC)cc2)C1=O (stereo not given)	24	5	111	16	99	1.1	95	·	100	100	103
Cc1cc(C(=O)Nc2ccc(N3CCOCC3)cc2)c2ccccc2n1	7	0	104	21	100	0.2	103	1	104	104	107
COc1ccccc1C1=NN(C2=NN=C(N)Cc3ncnn32)C(O)(C(F)(F)F)C1 (stereo not given)	14	3	96	15	92	1.3	97	26	92	94	96
CCOC(=O)c1c(CS(=O)(=O)c2ccccc2)n(C)c2cc(Br)c(O)c(CN(C)C)c12	9	5	95	10	99	0.5	95	·	95	96	95
O=c1cc(N2CCCCC2)c(-c2ccccc2)nn1Cc1ccccc1Cl	10	4	94	8	92	1.5	95	13	93	96	92
COc1ccc(Cn2nnnc2CN(Cc2cc3ccc(C)cc3[nH]c2=O)C2CCCC2)cc1	8	10	92	55	96	5.5	93	·	95	96	95
O=C(NC1CCCCC1)C(c1cccs1)N(Cc1cccs1)C(=O)c1ccco1 (stereo not given)	15	5	98	17	98	1.7	97	·	97	98	97
O=C(C1CCN(S(=O)(=O)Cc2ccccc2)CC1)N1CCN(c2ncccn2)CC1	31	2	108	23	103	0.6	101	·	103	102	103
COc1ccc(N2C(=O)CN(Cc3cc(OC)c(OC)c(OC)c3)C2=S)cc1	13	4	103	15	95	1.9	98	12	94	96	98
COc1cccc(C2=Nc3cccc4cccc(c34)N2)c1	13	11	102	18	102	3.7	100	-6	98	99	101
O=C(Nc1ccccc1)N(CCN1CCOCC1)Cc1cccc(Cl)c1	12	2	103	8	104	0.6	101	27	104	104	104
CCOC(=O)c1ccc(NC(=O)c2c(NC(=O)CCC(=O)O)sc3c2CCCCC3)cc1	8	3	90	9	100	-0.8	89	-6	92	93	89
CN(C)/C=N/c1cc(=O)n(C)c(=O)n1CC1CC1	10	3	104	17	95	0.3	99	9	102	100	98
O=C(CN1C(=O)C2(OCCO2)c2ccccc21)c1ccc(F)cc1	27	4	107	24	103	0.8	99	-20	102	104	101
N/C(Cc1cccc2ccccc12)=N\OC(=O)c1cccs1	9	-2	99	6	96	0.1	99	·	101	102	97
CN1C(=S)SC(N(O)C=C2C=CC(=O)C=C2)C1(C)C (stereo not given)	9	2	101	13	100	0.4	98	·	100	103	102
Cc1nn(CC(=O)NCC2CCCO2)c(=O)c2ccccc12 (stereo not given)	9	3	108	270*	103	0.3	100	23	102	105	106
COc1ccccc1CNc1cc(-c2ccccc2)ccc1OC	12	7	99	9	95	0.3	99	21	98	99	96
Cc1ccc(-c2noc(C3CCN(S(C)(=O)=O)CC3)n2)o1	15	2	97	8	96	0.3	99	·	98	99	98
O=C1NC(=Nc2ccccc2)SC1Cc1cccc(Cl)c1Cl (stereo not given)	14	2	105	7	102	-0.1	99	·	99	102	103

Ordered by molecular weight (descending): 3 of the compounds above
SMILES	Avidin bead fluor	ABCG2 block	Rac1 wt modul	GSH bead fluor	Rab7 wt GTP bind	ABCB1 inh	Rac1 act GTP bind	Pf gamet viab	Rab2 wt GTP	HRas wt GTP	Cdc42 wt
CCOC(=O)c1ccc(NC(=O)c2c(NC(=O)CCC(=O)O)sc3c2CCCCC3)cc1	8	3	90	9	100	-0.8	89	-6	92	93	89
O=C(CN1C(=O)C2(OCCO2)c2ccccc21)c1ccc(F)cc1	27	4	107	24	103	0.8	99	-20	102	104	101
Cc1nn(CC(=O)NCC2CCCO2)c(=O)c2ccccc12 (stereo not given)	9	3	108	270*	103	0.3	100	23	102	105	106

Rows were taken by chance. Share with any hit: about 1.1%.
